High-throughput results as filed in PubChem.
LMPTP block: blocks human LMPTP phosphatase; P24666; recombinant LMPTP-A, OMFP fluorogenic substrate, fluorescence intensity; inhibition, % at 20 µM; 360,000 compounds, 0.22% hits; AID 651560;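 active = compounds that cut the enzyme signal by at least half of the control window in the single-dose screen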;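 also: plate controls were DMSO wells with enzyme plus substrate for no effect and substrate without enzyme for full effect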
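material = LMPTP-A | quantity = 0.625 nM enzyme | reagent = OMFP substrate, 400 µM final | buffer or medium = Bis-Tris pH 6.0, DTT, detergent | detection = endpoint fluorescence intensity from OMFP dephosphorylation | dosing = single 20 µM dose | read-out basis = % inhibition relative to no-enzyme and uninhibited control wells | control set = no-enzyme and uninhibited controls | timing = 50 min at room temperature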
STEP block: inhibitors of human striatal-enriched phosphatase STEP; P54829; recombinant STEP, OMFP fluorogenic substrate, fluorescence; inhibition, % at 20 µM; 360,000 compounds, 0.25% hits;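 active = inhibition at 20 µM, scaled per plate between control wells, above about 37%, limit read from the data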;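 also: 0% = DMSO with enzyme and substrate and 100% = substrate only without enzyme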
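System: STEP phosphatase, cell-free reaction; Buffer or medium: Bis-Tris pH 6.0 buffer with DTT, detergent; Incubation: 20 min at room temperature, dark; Measured by: fluorescence, 480/540 nm.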
Rpn11 block: inhibitors of human proteasome Rpn11 | O00487 | 360,000 compounds, 0.59% hits | human 26S proteasome, Ub4-pepOG fluorescence polarization; 20S core pre-blocked with epoxomicin | calls only at 20 µM | AID 588493;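 active = inhibition at 20 µM, scaled to each plate's controls, above about 33%, limit read from the data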
SUMO1 PPI mod: alters human SUMO1 binding to SIM partners; P63165; SUMO1 binding to a labelled peptide, TR-FRET, 1 h; inhibition, % at 20 µM; 360,000 compounds, 0.33% hits; in the data active = inhibition above about 37%
Scp1 inh: inhibitors of human Scp-1 phosphatase; inhibition, % at 20 µM; Recombinant Scp1, phosphopeptide, malachite green phosphate absorbance; 340,000 compounds, 0.88% hits; Q9GZU7;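 active = inhibition above about 50% at 20 µM, limit read from the data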;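 also: plate controls were DMSO wells with enzyme for no effect and wells lacking enzyme for full effect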
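Test system – truncated SCP-1 phosphatase (76-261aa) · Reagent – Phosphorylated 17-residue peptide substrate · Incubation – 45 min room-temperature reaction, 5 min colour, 30 min stabiliser · Detection – colorimetric phosphate reagent with accelerator and stabiliser, absorbance at 630 nm · Measure – % inhibition at 20 µM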
MsrA inhibitor: inhibits bovine methionine sulfoxide reductase A; 360,000 compounds, 0.75% hits; purified bovine MsrA, absorbance read-out; inhibition, % at 15.5 µM; in the data active = inhibition above about 4.5%;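 also: 0% = vehicle wells with enzyme and 100% = reference inhibitor wells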
Tb MetRS inh: blocks T. brucei methionyl-tRNA synthetase activity; purified T. brucei MetRS, ATP depletion, Kinase-Glo luminescence; inhibition, % at 11.9 µM; 360,000 compounds, 0.4% hits; AID 624268;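 active = inhibition above a per-plate cutoff of the control wells' mean inhibition plus 3 SD, cut at about 5.5% in these data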;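 also: 0% = DMSO wells median and 100% = median of wells with control inhibitor compound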
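Dosing: 11.9 µM compound single dose, 0.9% DMSO; Assay system: purified T. brucei MetRS enzyme; Measured by: Kinase-Glo luciferase luminescence reporting remaining unconsumed ATP; Schedule: 15 min plus 2 h at 25 °C.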
DNMT1 block: blocks human DNA methyltransferase DNMT1; DNMT1 molecular beacon, Hinp1I cleavage, fluorescence; inhibition (reported as % activation of signal), % at 10 µM; 360,000 compounds, 0.83% hits; AID 588458; in the data active = inhibition above about 50%
Target sequence (P26358 504-1616 limits assumed): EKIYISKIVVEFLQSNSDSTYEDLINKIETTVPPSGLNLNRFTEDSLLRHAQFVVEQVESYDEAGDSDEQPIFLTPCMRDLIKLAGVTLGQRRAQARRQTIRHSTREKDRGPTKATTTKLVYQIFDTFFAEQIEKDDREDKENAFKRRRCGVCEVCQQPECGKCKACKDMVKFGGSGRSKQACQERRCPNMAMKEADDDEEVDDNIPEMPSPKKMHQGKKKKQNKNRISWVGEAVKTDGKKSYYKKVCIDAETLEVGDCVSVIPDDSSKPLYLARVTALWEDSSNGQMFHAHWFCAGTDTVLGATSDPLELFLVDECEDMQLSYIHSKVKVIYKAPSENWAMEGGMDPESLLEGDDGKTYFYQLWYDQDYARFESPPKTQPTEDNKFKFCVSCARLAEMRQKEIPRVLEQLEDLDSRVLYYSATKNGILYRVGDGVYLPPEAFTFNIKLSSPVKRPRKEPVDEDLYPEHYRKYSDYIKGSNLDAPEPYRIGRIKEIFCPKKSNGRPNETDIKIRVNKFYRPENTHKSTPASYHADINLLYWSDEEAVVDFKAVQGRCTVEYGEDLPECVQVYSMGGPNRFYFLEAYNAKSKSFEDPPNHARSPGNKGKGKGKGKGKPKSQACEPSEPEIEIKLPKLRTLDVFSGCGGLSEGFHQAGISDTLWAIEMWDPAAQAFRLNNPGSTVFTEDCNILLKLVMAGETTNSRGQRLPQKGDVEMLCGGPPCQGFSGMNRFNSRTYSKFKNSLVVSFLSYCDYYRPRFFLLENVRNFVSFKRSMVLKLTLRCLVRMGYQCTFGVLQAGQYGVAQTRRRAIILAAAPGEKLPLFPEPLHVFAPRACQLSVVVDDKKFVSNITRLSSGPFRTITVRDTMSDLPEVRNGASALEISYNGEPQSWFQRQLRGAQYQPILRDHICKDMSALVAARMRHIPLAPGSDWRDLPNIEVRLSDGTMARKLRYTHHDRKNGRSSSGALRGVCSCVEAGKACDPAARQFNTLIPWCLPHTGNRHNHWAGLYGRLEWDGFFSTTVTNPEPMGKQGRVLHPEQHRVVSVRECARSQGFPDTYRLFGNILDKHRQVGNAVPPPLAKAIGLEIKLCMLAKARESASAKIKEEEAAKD
NadD inh: inhibitors of Staphylococcus aureus NadD; purified NadD enzyme, colorimetric absorbance read-out; inhibition, % at 20 µM; 360,000 compounds, 0.78% hits; AID 602399; in the data active = inhibition above about 26%; also: some compounds past the cut are filed as inactive
CSN deneddyl inh: blocks human CSN-mediated cullin deneddylation. inhibition, % at 12.5 µM. Purified CSN, SCF-Nedd8-OG deneddylation, fluorescence polarization. 360,000 compounds, 0.38% hits. Q92905;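 active = pattern-corrected inhibition above about 35%, with an unprinted fluorescence ratio check between 0.5 and 1.5, limit read from the data, passing the limit was not always enough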;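 also: 0% = enzyme with substrate and 100% = substrate without enzyme; some results filed as inactive read as strong as hits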
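Assay system: HEK293T-derived human Csn5 enzyme; quantity: 0.24 nM enzyme; medium: Tris/NaCl/DTT buffer, pH 7.5; also added: substrate SCFSkp2-Nedd8OG, 10 nM; doses: 12.5 µM compound; schedule: 90 min reaction at room temperature; signal: FP; read-out: % inhibition of substrate cleavage by Csn5; benchmarks: substrate-only high control, full reaction low control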
* = called active by the depositor; i = inactive; . = no result given; + = active, no number.

SMILES	LMPTP block	STEP block	Rpn11 block	SUMO1 PPI mod	Scp1 inh	MsrA inhibitor	Tb MetRS inh	DNMT1 block	NadD inh	CSN deneddyl inh
O=C(NCCc1ccccc1)C1CCCN(c2ncnc3c2nc2n3CCCCC2)C1 (configuration not stated)	-1.5	0	i	-1	-2	-0.1	-0.3	3	4	2
COC(=O)CC1C(=O)NCCN1C(=O)Nc1ccc(Cl)cc1 (configuration not stated)	-1.8	4	i	0	-10	0.2	-0.1	1	-6	-5
Cc1ccc(Oc2cc(NC(=O)CCCn3nc([N+](=O)[O-])cc3C)cc([N+](=O)[O-])c2)cc1	4.3	1	i	-17	-14	1.0	-0.4	-19	-13	1
COC(=O)c1ccc(/C=N/OCC(=O)NC2CCCC(C)C2C)cc1 (configuration not stated)	0.1	-3	i	-6	-5	0.7	-0.7	-1	-2	0
COCCNC(=O)C1CC(c2ccccc2[N+](=O)[O-])=NO1 (configuration not stated)	-1.8	3	i	-12	-1	0.9	-0.3	-2	-10	2
CC1CCCC(C)N1C(=O)CSc1nccc(=O)[nH]1 (configuration not stated)	-2.6	-2	i	-1	3	1.4	-0.5	2	-1	-1
COC(=O)Nc1ccc(S(=O)(=O)N2CCCCC2C(=O)O)cc1 (configuration not stated)	-1.1	-2	i	3	-4	-1.0	0.1	1	-2	14
Cc1nc2sc(C(c3ccco3)N3CCC4(CC3)OCCO4)c(O)n2n1 (configuration not stated)	-1.9	1	i	-8	-1	0.0	-0.1	-3	-3	9
CCN(CC)c1ccc2c(C)c(-c3ccc(N)cc3)c(=O)oc2c1	3.0	0	i	-8	-2	0.8	-0.6	-9	8	-1
CCOc1cc(CNCCO)cc(Br)c1OCc1ccc(Cl)cc1	-0.5	-4	i	-12	-2	0.0	-0.6	1	-6	-10
O=C(Nc1ccc2c(c1)OCCO2)c1ccoc1	-2.5	2	i	0	-5	-0.5	-0.4	0	1	0
Cc1ccc(S(=O)(=O)Nc2cccc(C(=O)N3CCN(c4ccccc4O)CC3)c2)cc1F	1.8	-2	i	-1	-7	-0.2	-0.1	-8	1	7
C=CCn1c(=O)c2ccccc2n2c(SCC(=O)N(C)C)nnc12	-1.2	-3	i	0	1	-0.7	-1.0	-4	-3	-6
CC1(C(=O)NS(=O)(=O)c2ccc(F)cc2F)CCN1C(=O)Cc1cc(F)ccc1F (configuration not stated)	-2.6	-2	i	2	.	1.8	-0.2	0	-7	0
O=C(c1ccco1)N1CCN(c2ncnc3sc4c(c23)CCC4)CC1	-1.2	-5	i	-1	14	1.0	-0.5	1	4	6
CC(C)(C)NC(=O)NC(=O)CN1C(=O)NC(C)(c2ccccc2)C1=O (configuration not stated)	-1.0	1	i	5	-5	0.5	0.1	0	-2	-1
Cc1cnc(C(=O)Nc2ccc(S(=O)(=O)N(C(C)C)C(C)C)cc2)cn1	-1.1	-1	i	4	-8	-0.2	-0.4	0	-4	3
Cc1onc(-c2c(F)cccc2Cl)c1C(=O)N(Cc1ccccc1)C(C)C	2.2	0	i	-1	3	-0.3	-1.5	0	-5	1
Fc1ccc(-c2ncc3ccccn23)cc1	0.7	0	i	-5	-3	-0.6	-0.7	-1	7	-3
Cc1ccccc1NC(=O)c1ccccn1	-0.8	0	i	-1	-4	-1.1	-1.3	0	-1	-2
O=C(C[C@H]1C/C=C\CC[C@@H](Cc2ccc(F)cc2)C(=O)OCCNC1=O)NCCO	3.0	11	i	7	10	2.2	0.3	11	-4	-2
CC(C)(C)c1ccc(C(=O)NCCNC(=O)c2ccco2)cc1	0.1	1	i	0	-3	-0.6	0.4	0	5	-3
CCN(/C(N)=N/c1nc(C)cc(C)n1)c1ccccc1	0.9	0	i	1	-15	-1.3	1.6	2	-1	-3
Cc1ccc(NC(=O)Nc2ccc(Cl)cn2)cc1	0.7	0	i	0	1	-0.1	-0.7	-1	4	-3
CCOc1ccccc1CN1CCNC(=O)C1CC(=O)NC1CCCCCC1 (configuration not stated)	0.7	1	i	4	-1	-0.1	-1.2	-5	0	2

The closing five entries of the part above lead into the next:
SMILES	LMPTP block	STEP block	Rpn11 block	SUMO1 PPI mod	Scp1 inh	MsrA inhibitor	Tb MetRS inh	DNMT1 block	NadD inh	CSN deneddyl inh
O=C(C[C@H]1C/C=C\CC[C@@H](Cc2ccc(F)cc2)C(=O)OCCNC1=O)NCCO	3.0	11	i	7	10	2.2	0.3	11	-4	-2
CC(C)(C)c1ccc(C(=O)NCCNC(=O)c2ccco2)cc1	0.1	1	i	0	-3	-0.6	0.4	0	5	-3
CCN(/C(N)=N/c1nc(C)cc(C)n1)c1ccccc1	0.9	0	i	1	-15	-1.3	1.6	2	-1	-3
Cc1ccc(NC(=O)Nc2ccc(Cl)cn2)cc1	0.7	0	i	0	1	-0.1	-0.7	-1	4	-3
CCOc1ccccc1CN1CCNC(=O)C1CC(=O)NC1CCCCCC1 (configuration not stated)	0.7	1	i	4	-1	-0.1	-1.2	-5	0	2
CC(Nc1nc(-c2ccccc2)nc2ccccc12)c1ccccc1 (configuration not stated)	52*	-3	i	3	0	0.5	-0.5	-15	7	4
CCC1CCCCN1C(=O)c1cc(S(=O)(=O)N2CCOCC2)ccc1C (configuration not stated)	-1.5	-2	i	4	-12	1.6	-0.3	7	-5	3
c1ccc(OCc2noc(CN3CC[C@@H]4CCCC[C@H]4C3)n2)cc1	0.5	-3	i	3	2	0.0	-1.6	-3	-3	1
CCC(N=c1cc(-c2ccc(OC)cc2)oc2ccc(C)cc12)C(=O)O (configuration not stated)	-0.7	0	i	-15	-1	3.2	-0.3	13	-1	3
COc1ccc(NC(=O)CSc2nc3nc(C)cc(C)n3n2)cc1	-0.2	0	i	1	-5	0.4	-0.3	0	-2	4
COc1ccc(NC(=O)CN(C)C(=O)/C=C/c2cn(-c3ccccc3)nc2-c2ccc(C)cc2)cc1	6.7	2	i	-9	-4	4.9*	-0.3	-9	10	-2
O=C(NN/C(=N/S(=O)(=O)c1ccc(Cl)cc1)c1ccccc1)c1cccc(Cl)c1	2.2	2	i	6	-10	-0.3	0.2	1	-5	0
CCOc1ccc(CN(C)CC(=O)NCc2ccc(F)cc2)cc1	-0.5	-3	i	-1	-7	-0.2	-0.3	1	-1	-2
COc1cc(C(=O)NCCCN(C)C)ccc1OCC(=O)Nc1cccc(C(F)(F)F)c1	3.2	-2	i	0	-2	1.1	-0.6	1	-10	-8
CCC(Cc1ccccc1)NC(=O)C1CC1 (configuration not stated)	-1.3	0	i	7	14	0.9	-0.3	-5	3	-5
O=C(CSc1ccc2nnc(CCNC(=O)c3ccccc3)n2n1)NCc1ccc(F)cc1	1.9	0	i	-1	-2	-0.3	-0.7	-1	-3	4
COc1cc(/C=C(\C#N)c2ccccn2)ccc1OCC(=O)Nc1c(Cl)cccc1Cl	1.2	2	i	-1	-5	0.8	-0.8	46	8	-8
COc1ccc(CC(=O)Nc2ccc(NC(=O)c3ccc(Br)cc3)cc2)cc1OC	-0.9	-1	i	4	-7	-0.6	2.1	13	-4	0
Cc1nnc(Sc2nc3c(c(=O)[nH]c(=O)n3C)n2CCc2ccccc2)s1	-2.6	0	i	5	-14	0.1	-0.2	5	-5	-3
O=C(COC(=O)c1ccccc1OCc1ccc(Cl)cc1)NCC1CCCO1 (configuration not stated)	-1.0	0	i	3	-8	2.9	-0.1	0	-3	3
COCc1cnc(C)nc1N	0.5	3	i	4	-7	0.2	-0.1	-1	2	3
COc1ccc(NC(=O)CCn2nnc(-c3ccc(C)cc3)n2)cc1OC	-0.5	-2	i	-1	-12	0.4	-0.7	-1	-10	0
COc1ccc(NC(=O)CN2c3cccc4cccc(c34)S2(=O)=O)cc1	0.4	4	i	-10	-6	0.2	0.6	-10	-1	1
N/C(=N/O)C(c1ccccc1)c1ccccc1	-0.8	0	i	4	-5	-1.2	-0.5	3	-3	-5
Cc1cccc2nc3c(nc12)CCCC3	-0.8	-1	i	-5	-14	-0.5	-0.3	4	1	3
CCOC1=C2CN(S(=O)(=O)c3ccc(C)cc3)[C@H](c3ccccc3)C[C@@H]2N(S(C)(=O)=O)[C@H](c2ccccc2)C1	1.0	1	+	1	.	0.5	-0.3	-4	15	5
COc1ccc(NC(=O)C(c2ccc(OC)cc2)N(C)C(=O)CNC(C)=O)cc1 (configuration not stated)	-0.1	0	i	-2	-9	0.8	0.2	2	-4	4
Cc1ccc(CNC(=O)CN(C(=O)C2(C)CC(=O)N=C3C=CC=CN32)c2ccccc2)cc1 (configuration not stated)	-1.2	-2	i	3	-4	3.3	-0.1	0	2	2
O=C(NCCS(=O)(=O)N1CCN(c2ccccc2)CC1)C12CC3CC(CC(C3)C1)C2	1.2	0	i	-6	.	-1.0	-0.4	-3	3	-1
O=S(=O)(NCc1csc(-c2ccccc2)n1)c1ccc(Cl)s1	1.5	1	i	13	-8	0.1	0.0	-7	-8	0

An excerpt of these results, with the structure last.
LMPTP block	STEP block	Rpn11 block	SUMO1 PPI mod	Scp1 inh	MsrA inhibitor	Tb MetRS inh	DNMT1 block	NadD inh	CSN deneddyl inh	mol
-2.6	-2	i	-1	3	1.4	-0.5	2	-1	-1	CC1CCCC(C)N1C(=O)CSc1nccc(=O)[nH]1 (configuration not stated)
-1.1	-2	i	3	-4	-1.0	0.1	1	-2	14	COC(=O)Nc1ccc(S(=O)(=O)N2CCCCC2C(=O)O)cc1 (configuration not stated)

(list continues)
SMILES	LMPTP block	STEP block	Rpn11 block	SUMO1 PPI mod	Scp1 inh	MsrA inhibitor	Tb MetRS inh	DNMT1 block	NadD inh	CSN deneddyl inh
O=C(NCc1ccccc1Cl)c1ccc(CS(=O)(=O)c2ccccc2)o1	-0.8	0	i	-1	-1	-0.4	-0.2	1	3	2
CCOC(=O)N1CCN(C(=O)CN(c2ccc(C)cc2)S(=O)(=O)c2c(C)noc2C)CC1	-1.1	0	i	2	-6	-2.3	0.1	0	-4	1
CCCN(CC(=O)Nc1ccccc1C)C(=O)c1ccc2[nH]c3c(c2c1)CC(C)CC3 (configuration not stated)	3.6	4	i	10	-8	-0.6	-0.3	-2	6	-5
Cc1nn(-c2ccc([N+](=O)[O-])cc2)c(N)c1-c1ccccc1	0.2	-3	i	-25	-3	4.2	-0.5	-4	-1	4
COc1ccc(S(=O)(=O)NCCN2CCOCC2)cc1[N+](=O)[O-]	-3.5	7	i	-10	6	2.0	-0.3	0	-12	4
CC(=O)NS(=O)(=O)c1ccc(NS(=O)(=O)c2ccc(F)cc2)cc1	-0.5	-6	i	-1	6	0.4	-1.0	5	3	-1
